VIM-2 inhibitor: inhibitors of Pseudomonas aeruginosa VIM-2 metallo-beta-lactamase. AID 1527. inhibition, % at 5.6 µM. purified VIM-2, nitrocefin hydrolysis, epi-absorbance fluorescence. 290,000 compounds, 0.89% hits;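 active = inhibition above the mean of all tested compounds plus 3 SD, cutoff set per screening run, cut at about 7.5% in these data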;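 note: red hydrolysis product quenches plate fluorescence so inhibitors raise well fluorescence; 0% = enzyme with DMSO and 100% = DMSO without enzyme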
CRFR2-BP antag: CRF-BP/CRF-R2 complex antagonism. HEK293 CRF-R2/CRF-BP, CRF-induced calcium fluorescence. inhibition, % at 11.8 µM. 350,000 compounds, 0.59% hits;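 active = inhibition of the ligand-induced calcium signal above about 50% at the single tested concentration, limit read from the data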
IDE cell inh: cellular human IDE inhibition; inhibition, % at 5.59 µM; AID 434962; P14735; 320,000 compounds, 0.41% hits; HEK cells, FAbetaB cleavage, fluorescence polarization;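 active = percent inhibition above the average of all tested compounds plus 3 SD, set per screening campaign, cut at about 16% in these data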;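 note: IDE supplied by intact live HEK cells; FP after avidin binding of uncleaved biotin substrate so inhibition keeps polarization high; 0% = DMSO wells and 100% = 60 µM reference IDE inhibitor Ii1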
SUMO HTRF inh: inhibitors of human SUMOylation (UBC9) | P63279 | HTRF SUMOylation assay, SAE1/SAE2 + UBC9, in vitro | inhibition, % at 35 µM | 290,000 compounds, 0.36% hits; in the data active = inhibition above about 50%, passing the limit was not always enough; note: strong numbers were not always called active
GalR3 antagonist: human GalR3 antagonism | O60755 | HEK293 GalR3-CNG cAMP membrane potential fluorescence; galR3 body fused to GalR1 C-terminus | inhibition, % at 3 µM | 360,000 compounds, 0.44% hits;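 active = inhibition above the screen-wide average plus 3 SD, cut at about 13% in these data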;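 note: forskolin and galanin both at EC90 stimulate the cells; cAMP rise reported by CNG channel membrane potential dye signal; 0% = forskolin plus galanin with DMSO and 100% = forskolin alone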
pCIP destab: compounds decreasing mouse p/CIP protein stability; Q05BA5; 290,000 compounds, 0.01% hits; F442A p/CIP-EGFP cells, EGFP fluorescence, 16 h; decrease of EGFP signal, % at 10 µM;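 active = EGFP signal decrease of at least 30% at 10 µM or well 3 SD below plate mean, unless failing retest; inactive = the rest, including hits failing retest or dose response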; note: some compounds called inactive have numbers as strong as hits; many of its hits are not listed in these tables
IDE act: IDE (human) activation, cell-based. P14735. HEK cells, FAbeta-B cleavage, fluorescence polarization; 0% vehicle, 100% cell-free pure enzyme wells. activation, % at 5.96 µM. AID 493087. 340,000 compounds, 0.073% hits;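 active = activation above the mean of all tested compounds plus 3 SD, set per screening campaign, cut at about 17% in these data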
IMP-1 inhibitor: inhibitors of Pseudomonas aeruginosa IMP-1 metallo-beta-lactamase | AID 1556 | 290,000 compounds, 0.45% hits | purified IMP-1, nitrocefin hydrolysis, epi-absorbance fluorescence | inhibition, % at 5.6 µM;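 active = inhibition above the mean plus 3 SD of all compounds in the same screening run, cut at about 4.5% in these data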;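 note: 0% = IMP-1 with DMSO and 100% = DMSO wells lacking enzyme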
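Test system: recombinant IMP-1 enzyme, purified / Medium: HEPES buffer pH 7.1 with ZnSO4 and Brij 35 / Doses: single dose, 5.6 µM / Times: 25 °C, 15 min preincubation, 25 min reaction / Detection: Epi-absorbance via hydrolysed-nitrocefin quenching of white-plate fluorescence, 480/530 nm, EDTA stop / Evaluation: percent inhibition from optical density relative to buffer-blank wells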
NS3 helicase inh: inhibitors of Hepatitis C virus NS3 helicase; NS3 helicase DNA unwinding, Cy5 molecular beacon fluorescence; inhibition, % at 10.9 µM; 290,000 compounds, 0.56% hits; AID 1800;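 active = inhibition above the mean of all tested compounds plus 3 SD, set per campaign, cut at about 35% in these data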;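 note: 0% = DMSO wells and 100% = thioflavine S control wells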
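System: Hepatitis C virus NS3 helicase domain fragment enzyme | Reagent: Annealed dual-labelled DNA beacon duplex, ATP-started | Compound dosing: 10.9 µM single point, 0.8% DMSO | Incubation: 1 h reaction at 25 °C, ATP-initiated | Technique: Cy5 fluorescence | Evaluation: Percent inhibition from t60/t0 fluorescence ratio | Benchmarks: Low DMSO, high thioflavine S at 110 µM | Replication: Singlicate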
Starred values were filed as active, the others as inactive; . = not tested or not shown.

# | SMILES | VIM-2 inhibitor | CRFR2-BP antag | IDE cell inh | SUMO HTRF inh | GalR3 antagonist | pCIP destab | IDE act | IMP-1 inhibitor | NS3 helicase inh
1 | COc1ccc2nc(Cl)c(/C=N/Nc3ccccn3)cc2c1 | -0.8 | 4.9 | 0.7 | 6.7 | 3.9 | 8.6 | 2.9 | -2.6 | 4.1
2 | N/C(CC1CC1(Cl)Cl)=N\OC(=O)c1ccccc1 (centres undefined) | -1.4 | -2.4 | 8.0 | 5.7 | -0.1 | -11.2 | 5.3 | -2.0 | 2.8
3 | C[C@@H]1CN([C@@H](C)CO)C(=O)c2cc(NC(=O)Nc3ccc(F)cc3)ccc2O[C@@H]1CN(C)Cc1ccc(Oc2ccccc2)cc1 | . | 3.2 | -2.7 | . | -0.9 | . | 5.2 | . | .
4 | O=C(OCCN1CCOCC1)c1ccc(O)cc1 | -0.5 | -4.4 | -2.0 | -2.4 | -9.0 | -12.4 | -0.2 | -0.7 | 4.6
5 | Cc1cc(C)c2cc(CN(CCO)C(c3nnnn3Cc3ccc(F)cc3)C(C)C)c(=O)[nH]c2c1 (centres undefined) | -0.7 | . | . | 1.3 | -3.4 | 0.4 | . | -2.4 | 3.4
6 | Cc1onc(-c2ccccc2)c1C(=O)NNC(=S)NC(=O)/C=C/c1ccccc1 | -3.4 | -26.3 | 2.0 | -95.2 | -1.8 | -9.0 | 2.6 | -1.2 | 3.5
7 | O=C(c1ccco1)N1CCN(C(=O)c2cc3sccc3n2Cc2ccccc2)CC1 | -1.3 | -2.1 | 2.9 | 14.0 | -7.2 | -3.6 | -11.2 | -5.7 | -0.7
8 | CCO[C@@H]1OC(C(=O)N2CCN(Cc3ccccc3)CC2)=C[C@H](C2CC2)[C@H]1CCCO | -0.8 | 0.9 | 2.7 | 5.0 | -6.8 | -6.2 | -5.6 | -1.4 | -7.6
9 | CCn1c(SCC(N)=O)nnc1-c1ccc2c(c1)OCO2 | -2.8 | -0.1 | -0.2 | 9.6 | -8.3 | -0.8 | 2.5 | -2.6 | 9.8
10 | Cc1cc(-c2ccc(C)c(S(=O)(=O)Nc3ccc(S(N)(=O)=O)cc3)c2)on1 | -4.7 | -8.8 | 3.4 | 3.3 | 0.1 | 3.2 | 3.0 | -0.8 | -0.7
11 | COc1ccc2nc(NC(=O)C3CCN(S(=O)(=O)c4cccc5nsnc45)CC3)sc2c1 | -0.6 | -18.4 | 12.1 | 6.3 | -3.6 | -11.7 | 4.5 | -1.9 | -19.3
12 | CC(C)Oc1ccc(S(=O)(=O)N2CCOCC2)cc1NC(=O)C1CCCCC1 | . | -5.4 | -3.3 | . | -4.2 | . | 1.2 | . | .
13 | COc1ccc(CCNC(=O)CCCOc2ccc(Cl)cc2)cc1OC | -2.5 | 1.2 | 4.7 | -8.4 | -9.3 | 0.8 | 1.1 | -1.8 | 4.7
14 | O=C(COC(=O)CNC(=O)c1ccccc1)NCc1ccc2c(c1)OCO2 | . | 13.5 | 3.0 | . | -1.7 | . | -2.9 | . | .
15 | NC(=O)C1CCN(CCC(=O)Nc2cccc(Cl)c2)CC1 | 1.0 | 14.1 | 5.8 | 10.3 | -4.8 | -2.6 | -1.7 | 0.1 | 4.8
16 | COC(=O)c1cccc(C23CC4(C2)[C@H](CN(CC2CCCCC2)[C@@H]4c2ccccc2)C3c2ccccc2)c1 (some centres undefined) | . | 9.8 | 1.9 | 17.0 | -5.0 | -1.1 | -1.8 | . | .
17 | O=C(CSc1nnc(-c2ccccn2)o1)Nc1ccccc1Cl | -4.8 | 4.6 | 4.8 | -2.3 | -9.6 | 3.0 | 8.0 | -2.4 | -9.3
18 | CCCCC(=O)Nc1ccc2c3c(cccc13)C(=O)N2CC | 0.6 | 8.4 | 9.5 | -18.2 | -5.0 | -2.3 | 6.9 | 0.3 | 6.8
19 | Cc1ccc(-n2c(-c3ccco3)nc3c(cnn3-c3ccc(C)cc3)c2=O)cc1 | -2.3 | 18.2 | 0.5 | 19.4 | 4.6 | -15.6 | 10.3 | -3.4 | 21.2
20 | COc1ccc2c(c1OC)C(=O)N1N=C(c3ccc(Cl)cc3)CC21 (centres undefined) | 1.0 | 13.6 | 4.3 | 22.8 | -7.8 | -14.1 | -4.2 | -0.5 | 7.7
21 | O=C(COc1ccc(C(=O)NCCc2ccccc2)cc1)Nc1ccccc1 | -2.6 | 0.3 | 2.4 | -9.6 | -3.0 | 0.9 | -2.7 | -3.1 | -3.0
22 | N#Cc1cccc(C(=O)OCC(=O)NCc2ccco2)c1 | 0.1 | -8.2 | -3.1 | 3.4 | -3.9 | 10.5 | 7.3 | -2.1 | -1.4
23 | COc1ccc(NC(=O)/C=C/c2ccccc2)c([N+](=O)[O-])c1 | 1.2 | -32.1 | 1.6 | -9.1 | -6.0 | -15.2 | 3.5 | 0.2 | 5.6
24 | CCSc1nc(N)c(NC(=O)c2ccc(Br)o2)c(=O)[nH]1 | -0.4 | -2.5 | -2.9 | 21.5 | -5.3 | -17.8 | 4.1 | -1.5 | -0.5
25 | CCOC(=O)C(=O)N1c2ccccc2C(N(C(=O)C(=O)OCC)c2ccccc2)CC1C (centres undefined) | -3.0 | 3.6 | 2.8 | 1.7 | -5.8 | 4.9 | 3.8 | -3.2 | -13.1
26 | CCn1c(CNC(=O)c2cccc(C)c2)nnc1SCC(=O)Nc1cccc(OC)c1 | -1.5 | 2.1 | -0.9 | 7.6 | -2.0 | -2.9 | 3.3 | 0.9 | 8.3
27 | CC(=O)c1ccc(N(CC(=O)NCc2ccc3c(c2)OCO3)C(=O)c2csnn2)cc1 | -3.8 | -2.0 | 2.7 | -6.9 | -4.5 | -5.1 | 5.1 | -3.0 | 3.5
28 | COc1cc(C2SCC(=O)N2c2c(C)n(C)n(-c3ccccc3)c2=O)ccc1O (centres undefined) | -1.6 | 13.9 | -0.3 | 8.8 | -4.4 | -2.3 | 5.7 | -2.3 | 14.1
29 | CC(NC(=O)CN1C(=O)NC2(CCCCCC2)C1=O)c1ccccc1 (centres undefined) | . | -5.7 | 1.7 | . | -3.8 | . | -1.2 | . | .
30 | Cc1cccc(OCCSc2nnc(-c3ccoc3C)n2C)c1 | 0.5 | 3.1 | 6.4 | 5.6 | -5.7 | 5.9 | -1.9 | -3.3 | -4.2

Next section.
# | SMILES | VIM-2 inhibitor | CRFR2-BP antag | IDE cell inh | SUMO HTRF inh | GalR3 antagonist | pCIP destab | IDE act | IMP-1 inhibitor | NS3 helicase inh
31 | O=C(CCn1cccc1)Nc1ccccc1F | -0.9 | 1.9 | 2.3 | 19.4 | -7.3 | -7.4 | -5.2 | -2.2 | -1.3
32 | COC(=O)Nc1sc(C(=O)N(C)C)c(C)c1C(=O)OC | -1.7 | 7.4 | 2.3 | -7.0 | -5.5 | 11.5 | 4.8 | -0.9 | -4.7
33 | Cc1cccc(C)c1NC(=O)CSc1nnc(CCCCCNC(=O)OC(C)(C)C)o1 | -4.4 | 0.9 | 3.2 | -6.8 | 1.4 | 8.3 | 9.7 | -4.5 | 3.2
34 | Cc1ccccc1-c1ccc(Nc2ccc(C(=O)N3CCOCC3)cc2)nn1 | -2.2 | 19.0 | 0.7 | 10.2 | -4.8 | -8.3 | -0.7 | -2.1 | -7.0
35 | COc1ccccc1C(O)P(=O)(OC1CCCCC1)OC1CCCCC1 (centres undefined) | -1.2 | -16.4 | 8.9 | 15.1 | -6.4 | -9.3 | 1.2 | -1.6 | -6.7
36 | CCOc1cc([C@H]2[C@@H]3CCCC[C@]3(O)CCN2CC(=O)NCc2ccco2)ccc1O | -0.8 | 11.7 | 2.9 | 12.2 | -2.4 | 2.3 | 3.2 | -1.1 | 0.8
37 | CNC(=O)c1nc(C)c(C2(C)CC(c3ccccc3)=NO2)s1 (centres undefined) | . | 1.2 | 0.3 | 15.3 | 0.8 | -2.7 | 0.9 | . | .
38 | O=C1ON=C(c2ccccc2)/C1=C/c1ccc(O)c(O)c1 | -2.1 | -18.2 | -3.2 | -10.3 | -8.7 | 3.8 | -3.1 | -4.7 | 46.4*
39 | COc1ccccc1C(=O)Nc1cc2c(ccc3ccccc32)oc1=O | 0.8 | . | 1.5 | 13.1 | . | -10.4 | . | -2.1 | 2.0
40 | COc1cccc(NC(=O)COc2ccc(C(=O)N3CCN(C)CC3)cc2)c1 | 0.0 | -22.0 | 1.0 | 24.3 | -9.3 | -6.1 | -4.3 | -1.3 | -2.6
41 | CC(C)CCn1cnc2c1c(=O)n(C)c(=O)n2C | -4.2 | 4.3 | -2.0 | 2.8 | -3.2 | -8.8 | -1.6 | -4.5 | 3.5
42 | CC(=O)N(C)c1ccc(NC(=S)Nc2ccc(C(C)C)cc2)cc1 | -3.1 | -4.1 | 3.5 | 3.0 | -7.5 | -14.6 | 1.1 | -3.0 | -1.4
43 | CCOc1ccc(C(=O)NCc2ccco2)cc1OC | -0.6 | -3.2 | . | -1.5 | -9.7 | -5.6 | 2.9 | -1.9 | 4.2
44 | COc1c(OC)c(O)c2c(=O)cc(-c3c(O)cccc3O)oc2c1OC | -1.9 | -15.5 | -2.4 | -1.4 | -3.1 | -8.9 | 2.9 | -3.6 | 10.8
45 | CC(C)OC(=O)/C(=C/c1cccnc1)NC(=O)c1ccccc1 | -1.2 | -14.8 | 3.7 | 1.5 | -0.1 | 2.7 | 4.4 | -2.8 | -2.3
46 | CNc1sc(C(=O)c2ccccc2F)c(N)c1-c1nc2ccccc2s1 | -4.8 | -7.5 | 4.5 | -4.5 | -5.0 | 10.1 | 5.2 | 1.0 | -7.8
47 | COC(=O)c1ccc(C(=O)N2CCCC(CNC(=O)c3ccccc3Cl)C2)cc1 (centres undefined) | -2.6 | 2.9 | 0.7 | -3.6 | 4.7 | -23.4 | -2.7 | -3.0 | -3.1
48 | CC(C)CCNC(=O)CN(Cc1ccccc1)C(=O)CCC(=O)Nc1nccs1 | -2.6 | 6.7 | -0.7 | -5.7 | 3.8 | -1.2 | 1.4 | -0.6 | 1.6
49 | O=C(NNc1cc(C(F)(F)F)ccc1Cl)c1ccc(=O)[nH]c1 | 0.2 | -10.5 | -0.8 | 0.3 | 0.5 | 6.3 | 0.9 | -0.6 | 7.1
50 | Cc1ccc(N2C(SCC(=O)O)=NC(=Nc3cccc(C)c3)C23CCCC3)cc1 | -2.4 | -4.6 | 0.8 | -2.2 | -3.2 | 6.9 | 6.6 | -1.6 | -13.1
51 | CCOC(=O)Cn1cc(C#N)c2cccc(CC)c21 | -1.4 | 20.5 | -1.8 | -1.7 | -3.9 | -6.8 | -3.6 | -1.1 | 5.5
52 | CCOc1ccc(-c2nc(CN3CCCC(C(=O)N4CCOCC4)C3)c(C)o2)cc1 (centres undefined) | -1.9 | 4.5 | 1.6 | 21.4 | -0.1 | 2.1 | 1.2 | -2.2 | 5.0
53 | CC(O)CN1C(=O)C(CC(=O)Nc2ccc(Cl)cc2)SC1=Nc1ccccc1 (centres undefined) | 0.2 | -2.9 | 0.2 | -2.6 | . | -9.1 | -8.9 | 3.1 | -16.9

Compound activity: PubChem BioAssay, several laboratories
